Compound activity: PubChem, several laboratories
Neddyl block: cullin neddylation inhibition | P61081+Q13564 | TR-FRET cullin neddylation, biochemical | calls only at 25 µM | 0.58% of 360,000 active | AID 651699; in the data active = inhibition above about 36%
eLon inh: E. coli protease La inhibition; inhibition, % at 7.94 µM; 0.42% of 360,000 active; purified E. coli Lon protease, fluorescence polarization; in the data active = inhibition above about 13%, passing the limit was not always enough;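 note: 0% = enzyme with probe and DMSO and 100% = no enzyme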
MLLE-PAM2 inh: blocks PAM2 peptide binding to the PABP1 MLLE domain. P11940. AID 588489. GST-MLLE / FITC-PAM2 fluorescence polarization. inhibition, % at 20 µM. 0.36% of 360,000 active; in the data active = inhibition above about 35%, passing the limit was not always enough;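 note: plate controls were DMSO wells with GST-MLLE for no effect and wells lacking GST-MLLE protein for full effect; some results filed as inactive read as strong as hits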
FAS TE block: inhibitors of human fatty acid synthase thioesterase domain. 0.67% of 360,000 active. inhibition, % at 15 µM. P49327. recombinant FAS-TE, OMFH fluorogenic substrate, fluorescence endpoint. AID 602261;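 active = compounds whose normalised, plate-corrected inhibition of enzyme fluorescence in the single-dose primary screen is 50% or more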;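 note: 0% = DMSO with enzyme and 100% = substrate without enzyme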
bovine MsrA act: bovine methionine sulfoxide reductase A activation | purified bovine MsrA, absorbance read-out | activation, % at 10.6 µM | 0.3% of 360,000 active | AID 602163; in the data active = activation above about 7.5%;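 note: 0% = vehicle and 100% = reference activator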
TbMetRS inhib: blocks T. brucei methionyl-tRNA synthetase activity; inhibition, % at 11.9 µM; 0.4% of 360,000 active; purified T. brucei MetRS, ATP depletion, Kinase-Glo luminescence;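 active = inhibition above a per-plate cutoff of the control wells' mean inhibition plus 3 SD, cut at about 5.5% in these data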;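 note: 0% = DMSO wells median and 100% = median of wells with control inhibitor compound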
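technique = Kinase-Glo luminescence, ATP depletion format | system = purified MetRS (methionyl-tRNA synthetase) enzyme from Trypanosoma brucei | timing = 15 min preincubation, 2 h reaction, all 25 °C | evaluation = percent inhibition versus plate control medians | dosing = single dose, 11.9 µM final nominal, 0.9% final DMSO | also added = substrates ATP, L-methionine and bulk Escherichia coli tRNA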
MsrA inhibitor: bovine MsrA inhibition; purified bovine MsrA, absorbance read-out; AID 651718; inhibition, % at 15.5 µM; 0.75% of 360,000 active; in the data active = inhibition above about 4.5%;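 note: 0% = vehicle wells with enzyme and 100% = reference inhibitor wells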
Rin1-Abl PPI inh: blocks binding of human Rin1 to Abl; TR-FRET Rin1/Abl binding, biochemical; inhibition, % at 7.35 µM; AID 588664; 0.4% of 360,000 active; P00519+Q13671; in the data active = inhibition above about 5%, passing the limit was not always enough
Target sequence (P00519 whole entry, looked up): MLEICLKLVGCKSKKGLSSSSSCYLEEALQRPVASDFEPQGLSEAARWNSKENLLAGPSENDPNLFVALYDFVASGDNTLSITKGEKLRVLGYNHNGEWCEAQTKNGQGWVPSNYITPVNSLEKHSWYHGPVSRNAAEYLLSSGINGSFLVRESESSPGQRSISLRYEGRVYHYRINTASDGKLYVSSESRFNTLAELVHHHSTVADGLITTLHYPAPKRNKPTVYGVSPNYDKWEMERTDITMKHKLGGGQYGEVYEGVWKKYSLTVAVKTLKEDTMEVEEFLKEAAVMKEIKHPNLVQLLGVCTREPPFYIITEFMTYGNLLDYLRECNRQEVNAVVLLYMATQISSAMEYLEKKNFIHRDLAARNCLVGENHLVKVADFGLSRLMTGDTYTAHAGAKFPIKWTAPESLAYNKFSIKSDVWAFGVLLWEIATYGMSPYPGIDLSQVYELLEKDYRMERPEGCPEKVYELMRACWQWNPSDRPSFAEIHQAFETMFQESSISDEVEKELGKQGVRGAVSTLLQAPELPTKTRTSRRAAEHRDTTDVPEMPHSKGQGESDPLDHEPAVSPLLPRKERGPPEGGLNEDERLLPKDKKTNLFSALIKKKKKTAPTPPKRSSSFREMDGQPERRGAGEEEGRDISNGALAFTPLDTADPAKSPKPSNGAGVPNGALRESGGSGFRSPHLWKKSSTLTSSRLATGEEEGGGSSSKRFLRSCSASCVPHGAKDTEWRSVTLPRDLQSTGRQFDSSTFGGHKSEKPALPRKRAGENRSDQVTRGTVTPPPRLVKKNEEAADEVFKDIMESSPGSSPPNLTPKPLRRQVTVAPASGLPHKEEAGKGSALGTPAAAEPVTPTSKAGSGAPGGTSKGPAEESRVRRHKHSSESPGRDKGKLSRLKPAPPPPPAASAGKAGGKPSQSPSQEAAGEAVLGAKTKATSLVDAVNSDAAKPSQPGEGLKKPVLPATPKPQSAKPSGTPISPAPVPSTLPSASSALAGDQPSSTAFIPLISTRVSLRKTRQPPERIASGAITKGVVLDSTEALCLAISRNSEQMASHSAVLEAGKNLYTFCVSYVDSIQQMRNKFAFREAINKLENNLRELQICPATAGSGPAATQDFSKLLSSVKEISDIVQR
Target sequence (Q13671 whole entry, looked up): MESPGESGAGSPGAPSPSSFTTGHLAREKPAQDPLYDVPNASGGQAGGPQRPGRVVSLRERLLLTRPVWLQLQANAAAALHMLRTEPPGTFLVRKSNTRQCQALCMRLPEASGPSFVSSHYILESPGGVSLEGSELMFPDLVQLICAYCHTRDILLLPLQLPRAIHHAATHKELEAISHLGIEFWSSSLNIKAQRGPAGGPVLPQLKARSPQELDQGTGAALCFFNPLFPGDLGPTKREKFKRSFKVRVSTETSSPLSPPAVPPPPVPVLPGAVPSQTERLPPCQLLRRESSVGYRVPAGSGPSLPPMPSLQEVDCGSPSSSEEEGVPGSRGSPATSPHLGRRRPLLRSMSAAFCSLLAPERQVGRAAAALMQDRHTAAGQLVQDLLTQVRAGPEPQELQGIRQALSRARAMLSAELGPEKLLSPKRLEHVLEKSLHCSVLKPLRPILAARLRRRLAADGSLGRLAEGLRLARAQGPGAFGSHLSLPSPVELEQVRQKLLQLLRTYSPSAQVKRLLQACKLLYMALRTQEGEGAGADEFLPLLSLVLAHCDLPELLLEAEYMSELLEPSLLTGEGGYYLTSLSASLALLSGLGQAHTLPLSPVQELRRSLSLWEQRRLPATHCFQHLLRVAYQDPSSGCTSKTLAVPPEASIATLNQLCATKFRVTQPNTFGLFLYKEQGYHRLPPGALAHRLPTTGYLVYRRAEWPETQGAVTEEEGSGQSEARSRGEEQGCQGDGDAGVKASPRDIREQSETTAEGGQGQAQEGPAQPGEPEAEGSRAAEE
CSN inh: blocks human CSN-mediated cullin deneddylation | AID 651999 | inhibition, % at 12.5 µM | 0.38% of 360,000 active | Q92905 | Purified CSN, SCF-Nedd8-OG deneddylation, fluorescence polarization;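 active = pattern-corrected inhibition above about 35%, with an unprinted fluorescence ratio check between 0.5 and 1.5, limit read from the data, passing the limit was not always enough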;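 note: 0% = enzyme with substrate and 100% = substrate without enzyme; some results filed as inactive read as strong as hits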
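Test system: Human Csn5 produced in HEK293T cells | Compound: 12.5 µM single point | Times: 90 min, room temperature | Signal: Fluorescence polarization readout | Read-out basis: % inhibition of substrate cleavage by Csn5 | Controls: no-enzyme wells high, enzyme-with-substrate wells low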
The depositor's hits bear a star; i = inactive; / = not tested or not shown.

SMILES	Neddyl block	eLon inh	MLLE-PAM2 inh	FAS TE block	bovine MsrA act	TbMetRS inhib	MsrA inhibitor	Rin1-Abl PPI inh	CSN inh
CCCC1=C(C(=O)OCC)C(c2ccco2)C(C#N)=C(N)O1 (configuration not stated)	i	-3	7	0	-4	-0.5	1.0	0	0
Cc1ccc(-c2cc(C(=O)N(C)CC(=O)Nc3ccccc3Br)c3ccccc3n2)o1	/	6	7	0	-7	-0.6	0.8	0	3
O=C(COc1ccc(S(=O)(=O)N2CCCC2)cc1)NCc1ccco1	i	3	-7	-2	-1	0.0	/	-2	1
O=S(=O)(NCC(Nc1ccccc1)c1ccccc1)c1ccc(Cl)cc1 (configuration not stated)	i	-1	8	41	-1	-1.1	0.3	0	1
Cc1ccccc1C(=O)Nc1ccccc1C(=O)NCC(C)C	i	-3	-5	3	-2	-0.2	0.9	-1	-1
CCOC(=O)C1CCN(C=Nc2cc(C)on2)CC1	i	-4	-1	-10	-3	-0.5	0.5	0	-1
Cc1ccc(OCCCC(=O)NCc2ccco2)cc1	i	10	11	-7	-2	0.1	0.4	-4	4
C=C1CC2C=C(NC(C)=O)CC(C1)C2 (configuration not stated)	i	4	5	-8	-1	-0.4	-0.2	-4	-1
COc1ccc(-n2nnnc2C(c2cc3ccccc3o2)N2CCN(C/C=C/c3ccccc3)CC2)cc1 (configuration not stated)	i	4	2	25	-2	-0.3	-0.6	-2	3
O=C(CSc1nc2ccccc2c(=O)n1Cc1ccco1)Nc1cccc(O)c1	i	-6	8	9	-2	0.1	-1.0	0	2
CCc1ccccc1NC(=O)CNC(=O)c1cn(Cc2ccccc2)nc1-c1cccnc1	i	2	2	0	-3	1.0	0.0	-2	-1
COc1ccc(NC(=O)CCNS(=O)(=O)c2cccc3nsnc23)cc1OC	i	10	8	-7	-2	0.2	0.6	0	-1
O=C(O)/C(=C\c1ccc(-c2ccccc2[N+](=O)[O-])o1)c1ccccc1	i	0	3	0	0	0.5	2.5	2	-4
CCC(Oc1nc2ccccc2nc1-c1ccccc1NC(C)=O)C(=O)c1ccccc1 (configuration not stated)	i	2	6	10	-14	-1.9	-0.7	3	4
c1ccc2c(c1)ncn2-c1ccc(-c2ccnc3ncnn23)cc1	i	-8	1	-1	6	-0.8	2.5	-9	-7
C=CCNC(=S)NNC(=O)c1ccc([N+](=O)[O-])cc1	i	4	8	0	1	0.3	2.4	0	3
CCC(C)C(=O)N1CCCC(c2nc(-c3cccs3)no2)C1 (configuration not stated)	i	3	-3	-9	-2	-0.1	0.7	-1	2
CN(C1CCCCC1)S(=O)(=O)c1ccc(C(=O)N2CCN(c3nc4ccccc4s3)CC2)cc1	i	-15	5	14	-4	-0.7	0.9	-4	4
Clc1ccccc1N1CCN(Cc2c[nH]c3ccccc23)CC1	i	5	2	1	-4	0.3	-0.7	5	-1
Cc1nn(C2CCS(=O)(=O)C2)c(Cl)c1/C=C/C(=O)OCC(=O)Nc1ccccc1[N+](=O)[O-] (configuration not stated)	i	3	-4	4	-4	-0.1	-0.1	-1	-6
O=S(=O)([N-]c1nc2ccccc2nc1-[n+]1ccccc1)c1ccccc1	i	12	11	-13	-1	-0.4	0.3	-1	-6
C/C(=N\NC(=O)Cc1ccc([N+](=O)[O-])cc1)c1cccnc1	i	-12	4	4	-4	-0.3	-0.1	-1	2
COc1cc(NC(=O)c2cc(S(=O)(=O)N3CCCCC3)ccc2N2CCOCC2)cc(OC)c1OC	i	-6	4	-8	-11	-0.6	-0.9	1	2
Cc1cc(N2C(=O)C(O)=C(C(=O)c3cc4ccccc4o3)C2c2ccc(Br)cc2)no1 (configuration not stated)	i	-144	-13	12	-7	0.1	0.1	-1	11
COc1cc(S(=O)(=O)N2CCN(Cc3ccccc3)CC2)ccc1Br	i	1	8	14	-7	-1.1	-0.3	4	1
SMILES	Neddyl block	eLon inh	MLLE-PAM2 inh	FAS TE block	bovine MsrA act	TbMetRS inhib	MsrA inhibitor	Rin1-Abl PPI inh	CSN inh
Cc1ccc(Cl)cc1NC(=O)NCCN1CCCCC1	i	4	19	-4	-2	2.6	0.9	2	3
O=C(NCCCN1CCN(CCCNC(=O)c2cccc(Cl)c2)CC1)c1cccc(Cl)c1	i	-6	0	-11	-1	-0.7	0.7	1	6
O=C(COC(=O)CSCC(=O)N1CCCCC1)Nc1ccc(Cl)cc1	i	4	-2	-7	-3	1.2	-0.1	3	0
Cc1cc(NC(=O)COC(=O)c2ccc(S(=O)(=O)N3CCCc4ccccc43)cc2)no1	i	-15	-8	10	-8	0.2	0.5	1	5
O=C(COc1ccc(Cl)cc1Cl)NN1C(=O)C2C3C=CC(C3)C2C1=O (configuration not stated)	i	4	8	3	0	0.2	1.2	-2	-1
COc1ccc(OC)c(N(CC(N)=O)S(=O)(=O)c2ccc(OC)c(OC)c2)c1	i	-6	-2	-5	-3	-0.5	-0.3	-1	4
NS(=O)(=O)c1ccc(CCNCc2cccs2)cc1	i	-3	3	-2	-2	0.1	0.0	2	-3
COCC(C)n1c(SCc2ccc(C(=O)OC)o2)nc2ccccc2c1=O (configuration not stated)	i	9	-1	20	-1	0.3	-0.3	0	0
O=C(NCc1nnnn1-c1ccc(F)cc1)c1ccc(S(=O)(=O)N2CCOCC2)cc1	i	-1	-3	-6	-3	-0.2	1.3	-5	1
O=C(Nc1ccccc1C(F)(F)F)NC1(C(=O)N2CCOCC2)CCCCC1	i	-32	1	18	-3	-0.3	0.6	4	43*
Nn1c(SCC(=O)Nc2ccc(F)cc2)nnc1-c1ccccn1	i	-3	-13	-2	1	0.2	-0.2	2	0
CCOc1ccccc1CN1CCNC(=O)C1CC(=O)N(C)CCc1cnn(C)c1 (configuration not stated)	i	-9	6	-6	-1	-0.5	-1.1	6	-1
CN(Cc1cccc(F)c1)C(=O)c1cc(=O)[nH]c2ccccc12	i	-1	-59	-4	-3	-0.7	-0.2	1	0
C=C(C)CNC(=S)N/N=C(\C)c1ccc(OC)cc1	i	0	25	3	-1	0.1	2.2	-2	5
O=C(COC(=O)c1ccc(Cl)s1)c1ccc[nH]1	i	-17	3	1	0	-0.2	-0.8	-3	-4
Nc1ccn([C@@H]2O[C@H](C(=O)NCCc3ccc(F)cc3)[C@@H](O)[C@H]2O)c(=O)n1	i	-4	9	-8	-3	-0.3	0.7	5	-2
COc1ccccc1OCCNC(=O)C1CCCCC1	i	1	5	-4	-3	0.1	0.1	4	6
O=C(NCc1ccccn1)Nc1ccccc1	i	9	-4	-9	1	0.1	-1.1	4	-1
CC(C)(C)c1csc(NC(=O)c2cccs2)n1	i	-2	26	4	-4	0.4	0.7	-2	3
Cc1ccc(C)c(NC(=O)c2ccccc2NC(=O)C2CCCO2)c1 (configuration not stated)	i	-7	12	-7	-3	-0.1	1.1	4	-2
COc1c(C)cc(C(O)c2ncc(-c3ccc4ccccc4c3)[nH]2)cc1C (configuration not stated)	i	3	1	15	-5	0.1	0.0	-3	5
Cc1ccc(C)n1-c1ccc(C(=O)NCc2ccncc2)cc1	i	-3	7	-2	-3	0.4	-0.7	-3	-2
CCOC(=O)c1c(C=O)c2sc(C)cc2n1C	i	-3	1	2	-9	-0.5	3.6	-3	0
Cc1ccc(C(=O)NCC(=O)N2CCN(c3ncccn3)CC2)s1	i	-2	0	-6	9.2*	-0.6	-1.0	-6	-5
Cc1[nH]c(=O)[nH]c(=O)c1CSCC(=O)OCC(=O)Nc1ccccn1	i	6	13	-4	-3	0.6	-0.9	-4	94*

Gathered by group: those above containing bromine
SMILES	Neddyl block	eLon inh	MLLE-PAM2 inh	FAS TE block	bovine MsrA act	TbMetRS inhib	MsrA inhibitor	Rin1-Abl PPI inh	CSN inh
Cc1ccc(-c2cc(C(=O)N(C)CC(=O)Nc3ccccc3Br)c3ccccc3n2)o1	/	6	7	0	-7	-0.6	0.8	0	3
Cc1cc(N2C(=O)C(O)=C(C(=O)c3cc4ccccc4o3)C2c2ccc(Br)cc2)no1 (configuration not stated)	i	-144	-13	12	-7	0.1	0.1	-1	11
COc1cc(S(=O)(=O)N2CCN(Cc3ccccc3)CC2)ccc1Br	i	1	8	14	-7	-1.1	-0.3	4	1

(listing goes on)
SMILES	Neddyl block	eLon inh	MLLE-PAM2 inh	FAS TE block	bovine MsrA act	TbMetRS inhib	MsrA inhibitor	Rin1-Abl PPI inh	CSN inh
COc1ccc(C2=NS(=O)(=O)N(C)C(C(=O)Nc3cc(C)ccc3O)=C2)cc1OC	i	3	-1	3	-1	0.6	2.7	0	4
CCNc1cccc2c1C(=O)N(C)C2=O	i	151*	160	-30	3	-0.6	-0.5	-7	-45
CCCCNc1ccc2c(c1)C1CC2CCN1C(=O)OCc1ccccc1 (configuration not stated)	i	-9	-5	18	-2	-0.6	0.1	-3	-3
Cc1cccc(NC(=S)N2CCC(c3nc4ccccc4s3)CC2)c1	i	-3	-106	15	-3	-0.3	-0.6	5	7
COc1cccc(Oc2cnc(N)nc2-c2ccc(OC)cc2O)c1	i	-4	-7	15	-2	-0.2	1.8	-2	-1
CCN(CC)CCNC(=O)C12CC3CC(CC(C3)C1)C2	i	9	-48	-8	-1	-0.3	0.5	-1	0
C[C@H]1CN([C@@H](C)CO)C(=O)c2cc(Br)cnc2O[C@H]1CN(C)S(=O)(=O)c1cccs1	i	1	4	-5	-6	0.5	-0.1	1	0
COc1ccc(C)cc1NC(=O)NC1CCCCCCC1	i	7	0	14	-1	0.5	-0.9	-1	0
Cc1ccccc1NC(=O)NNC(=O)COc1ccc2ccccc2c1	i	-4	5	-3	-2	0.2	-0.3	1	5
CCOCCCNC(=O)C1CCC(CNS(=O)(=O)c2ccc(F)cc2)CC1 (configuration not stated)	i	0	5	0	-1	-0.1	0.2	2	-2
N#CC(CO)(Cc1ccc(OC(F)F)cc1)c1nc2ccccc2[nH]1 (configuration not stated)	i	-18	8	-7	-4	1.2	-0.6	0	-5
C[C@@H](C(=O)Nc1nccs1)N1C(=O)C2CC=CCC2C1=O (some centres not stated)	i	2	-43	-10	0	0.2	1.8	3	0
CNC(=O)C(=O)NCCN1CCN(C(=O)c2ccc([N+](=O)[O-])cc2)CC1	i	-4	8	-4	-2	0.3	0.8	-1	3
Cc1ccc(C(=O)n2cnnc2N)cc1C	i	-1	-12	-8	-3	0.5	0.0	-1	0
O=S(=O)(NCc1ccco1)c1cnc(Cl)c(Cl)c1	i	-5	14	-4	-3	0.4	1.7	-5	5
CCc1cc2c(=O)nc3n(c2s1)Cc1ccccc1/C3=C(/O)c1cccc([N+](=O)[O-])c1	i	-4	14	21	-5	-0.3	/	1	0
Cc1ccc(S(=O)(=O)Nc2c(C)nn(C)c2C)cc1C	i	-2	-1	-8	-2	-0.4	0.4	-1	5
CC(=O)N1c2ccc(S(=O)(=O)NCC3CCC(C(=O)Nc4cccc(C)n4)CC3)cc2CC1C (configuration not stated)	i	-6	2	1	1	0.1	0.2	4	-3
CCCNC(=S)N1CCN(C)CC1	i	2	-71	-10	-2	0.1	0.2	1	-9
O=C(Nc1cccc(-c2nc3cccnc3s2)c1)c1ccc(Cl)nc1	i	-19	-21	5	-3	-0.4	0.7	-4	18

As a short view, 2 of the compounds above:
SMILES	Neddyl block	eLon inh	MLLE-PAM2 inh	FAS TE block	bovine MsrA act	TbMetRS inhib	MsrA inhibitor	Rin1-Abl PPI inh	CSN inh
COc1ccc(C2=NS(=O)(=O)N(C)C(C(=O)Nc3cc(C)ccc3O)=C2)cc1OC	i	3	-1	3	-1	0.6	2.7	0	4
CCNc1cccc2c1C(=O)N(C)C2=O	i	151*	160	-30	3	-0.6	-0.5	-7	-45
